High-throughput results deposited in PubChem by National Center for Advancing Translational Sciences (NCATS).
12-hLO inh: blocks human 12-lipoxygenase activity. P18054. purified 12-hLO, xylenol orange hydroperoxide absorbance. Potency, µM (top dose mostly 57.1 µM), inactives show at the highest dose activity change, negative = inhibition, hits mostly inhibitors. hit rate 0.12% among 150,000. AID 1452; active means well fitted inhibition curve with a large enough effect; further: nearly all actives have a fitted effect of over 55% in size; many of its hits are not listed in these tables
Target sequence (P18054 whole entry, looked up): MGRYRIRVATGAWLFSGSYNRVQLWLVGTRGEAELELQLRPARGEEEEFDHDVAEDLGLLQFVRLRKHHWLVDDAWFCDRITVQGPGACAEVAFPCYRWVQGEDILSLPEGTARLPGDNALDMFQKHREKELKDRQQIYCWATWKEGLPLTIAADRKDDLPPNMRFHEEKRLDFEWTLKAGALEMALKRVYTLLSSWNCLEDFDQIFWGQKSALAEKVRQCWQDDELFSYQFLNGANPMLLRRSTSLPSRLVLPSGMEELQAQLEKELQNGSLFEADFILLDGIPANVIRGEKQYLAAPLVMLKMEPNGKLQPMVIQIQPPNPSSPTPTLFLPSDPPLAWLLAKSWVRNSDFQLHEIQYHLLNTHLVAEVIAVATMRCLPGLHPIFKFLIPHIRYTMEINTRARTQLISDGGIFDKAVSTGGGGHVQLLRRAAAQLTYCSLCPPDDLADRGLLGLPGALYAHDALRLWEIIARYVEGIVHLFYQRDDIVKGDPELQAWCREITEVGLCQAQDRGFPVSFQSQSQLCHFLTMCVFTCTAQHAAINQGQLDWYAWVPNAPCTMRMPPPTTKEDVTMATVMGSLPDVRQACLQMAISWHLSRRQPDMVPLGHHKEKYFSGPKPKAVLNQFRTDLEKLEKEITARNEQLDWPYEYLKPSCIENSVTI
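Hydroperoxide formation by human 12-lipoxygenase from 40 uM arachidonic acid was followed colorimetrically via ferric-xylenol orange complex, using the 573/405 nm absorbance ratio. Enzyme concentration was 150 nM, with 30 min reaction at room temperature.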
Numbers without * were called inactive; & = joins results of further samples; [ ] = remark or other dose. On the % scale 0 is the no-effect control and ±100 the full control effect; potency means the concentration at half of the fitted maximal effect. Not all compounds are listed; the hit share may differ from the screen's.

A first look (6 entries):
| 12-hLO inh | compound |
| --- | --- |
| -1%[11.4 µM] | COC(=O)C1=C(C(=O)OC)[C@@H]2N(C)c3ccccc3[C@@]23C[C@@H](C(=O)OC)N(C(=O)c2cc(C)oc2C)C3=N1 |
| 3%[11.4 µM] | COC(=O)C1=C(C(=O)OC)[C@@H]2N(Cc3ccccc3)c3ccccc3[C@@]23C[C@@H](C(=O)OC)N(C(=O)CC(C)C)C3=N1 |
| -3%[11.4 µM] | C=C1C2c3ccccc3C(CC2(C)O[Si](C)(C)C)N1C(=O)OC (stereo not drawn) |
| 2%[11.4 µM] | CC(=O)Nc1ccc(S(=O)(=O)N2CCc3nc(-c4ccccc4)c4c(c3C2)CO[C@@H](C)C4)cc1 |
| -2% | CCCCC/C=C\C[C@H](O)/C=C/C=C\C/C=C\CCCC(=O)O |
| -1%[11.4 µM] | CC1(OC(=O)C2CCCC2)C(=O)C=C2C=C(c3ccsc3)N(c3ccccc3)C=C2C1=O (stereo not drawn) |

The whole of this part, repeating the preview:
| 12-hLO inh | compound |
| --- | --- |
| -1%[11.4 µM] | COC(=O)C1=C(C(=O)OC)[C@@H]2N(C)c3ccccc3[C@@]23C[C@@H](C(=O)OC)N(C(=O)c2cc(C)oc2C)C3=N1 |
| 3%[11.4 µM] | COC(=O)C1=C(C(=O)OC)[C@@H]2N(Cc3ccccc3)c3ccccc3[C@@]23C[C@@H](C(=O)OC)N(C(=O)CC(C)C)C3=N1 |
| -3%[11.4 µM] | C=C1C2c3ccccc3C(CC2(C)O[Si](C)(C)C)N1C(=O)OC (stereo not drawn) |
| 2%[11.4 µM] | CC(=O)Nc1ccc(S(=O)(=O)N2CCc3nc(-c4ccccc4)c4c(c3C2)CO[C@@H](C)C4)cc1 |
| -2% | CCCCC/C=C\C[C@H](O)/C=C/C=C\C/C=C\CCCC(=O)O |
| -1%[11.4 µM] | CC1(OC(=O)C2CCCC2)C(=O)C=C2C=C(c3ccsc3)N(c3ccccc3)C=C2C1=O (stereo not drawn) |
| 9%[11.4 µM] | CC#CCN1c2ccccc2[C@]23C[C@@H](C(=O)OC)N(C(=O)c4ccc(Br)cc4)C2=NC(C(=O)OC)=C(C(=O)OC)[C@H]13 |
| 6%[11.4 µM] | CC1(OC(=O)c2ccc(Cl)nc2)C(=O)C=c2cc(-c3ccsc3)ncc2=C1OC(=O)C1CCCC1 (stereo not drawn) |
| -1%[11.4 µM] | COC(=O)CCCC1=CC2=C(c3ccccc3)C(=O)C(C)(OC(=O)C3CCCC3)C(=O)C2=CN1C(CO)CO (stereo not drawn) |
| 4% | c1ccc(-c2nc(-c3ccccc3)c(NC3CCCCC3)o2)cc1 |

The list goes on.
| 12-hLO inh | compound |
| --- | --- |
| 4%[11.4 µM] | COC(=O)C1=C(C(=O)OC)[C@@H]2N(C)c3ccccc3[C@@]23C[C@@H](C(=O)OC)N(C(=O)CC(C)C)C3=N1 |
| -5%[11.4 µM] | COC(=O)C1=C(C(=O)OC)[C@@H]2N(C)c3ccc(OC)cc3[C@@]23C[C@@H](C(=O)OC)N(S(=O)(=O)c2ccc(Br)cc2)C3=N1 |
| -6%[11.4 µM] | COC/C=C/C1=CC2=CC(=O)C(C)(OC(=O)c3cnc4ccccc4n3)C(=O)C2=CN1C1CCCCC1 (stereo not drawn) |
| -1%[11.4 µM] | COC(=O)CCCC1=CC2=CC(=O)C(C)(OC(=O)c3cccs3)C(=O)C2=CN1CCCCO (stereo not drawn) |
| 7% | CCCCCCCCCCCCCCCC(=O)OCC(COP(=O)(O)O)OC(=O)CCCCCCCCCCCCCCC (stereo not drawn) |
| 0% | CCCCC/C=C\C/C=C\C/C=C\C=C\C(=O)CCCC(=O)O |
| -1%[11.4 µM] | COC(=O)C1=C(C(=O)OC)[C@@H]2N(C)c3ccccc3[C@@]23C[C@@H](C(=O)OC)N(C(C)=O)C3=N1 |
| 0% | CCCCC[C@H](O)/C=C/C=C/C=C/[C@H](O)C/C=C\CCCC(=O)O |
| -1% | CC(C)C[C@@H](CC(=O)N[C@@H](CCC(=O)O)CC(=O)O)NC(=O)[C@@H]1CNCC[C@H]1NC(=O)C[C@H](CCCN)NC(=O)C[C@H](CO)NC(=O)[C@@H]1CCCC[C@H]1N |
| 0%[11.4 µM] | CCCCc1nc2c(c3c1C[C@H](C)OC3)CN(C(=O)Cc1cccs1)CC2 |

(list continues)
| 12-hLO inh | compound |
| --- | --- |
| -3% | CC(C)(C)OC(=O)NCCCC1=CC2=CC(=O)C(C)(OC(=O)c3ccc(Cl)nc3)C(=O)C2=CO1 (stereo not drawn) |
| 1% | CC(C)C[C@@H](CC(=O)N[C@@H](CCC(=O)O)CC(=O)O)NC(=O)[C@@H]1CNCC[C@H]1NC(=O)C[C@H](CCCN)NC(=O)C[C@H](Cc1ccccc1)NC(=O)[C@@H]1CNCC[C@H]1N |
| -1% | CCCCC[C@H](O)/C=C/C=C\C/C=C\C=C\[C@@H](O)CCCC(=O)O |
| 0%[11.4 µM] | COC(=O)CCCC1=CC2=C(c3ccccc3)C(=O)C(C)(OC(=O)C3CCCC3)C(=O)C2=CN1Cc1ccccc1 (stereo not drawn) |
| 4% | CCC(=O)OC1(C)C(=O)C=C2C=C(/C=C/COC)OC=C2C1=O (stereo not drawn) |
| 2%[11.4 µM] | CCCCc1nc2c(c3c1C[C@H](C)OC3)CN(S(=O)(=O)CCCC)CC2 |
| -5%[11.4 µM] | CC1(OC(=O)C2CCCC2)C(=O)C=C2C=C(c3ccsc3)N(CC3CC3)C=C2C1=O (stereo not drawn) |
| 1% | CCCCC/C=C\C[C@@H](O)/C=C/C=C\C/C=C\CCCC(=O)O |
| 1% | NCCC[C@@H](CC(=O)N[C@@H]1CCNC[C@H]1C(=O)N[C@H](CC(=O)N[C@@H](CCC(=O)O)CC(=O)O)Cc1c[nH]c2ccccc12)NC(=O)C[C@H](Cc1ccccc1)NC(=O)[C@@H]1CNCC[C@H]1N |
| -10% | Cc1cc(C)c(S(=O)(=O)Nc2ccc(C(=O)O)c(O)c2)cc1C |

Grouped by structure, the compounds so far with a Cl atom.
| 12-hLO inh | compound |
| --- | --- |
| 6%[11.4 µM] | CC1(OC(=O)c2ccc(Cl)nc2)C(=O)C=c2cc(-c3ccsc3)ncc2=C1OC(=O)C1CCCC1 (stereo not drawn) |
| -3% | CC(C)(C)OC(=O)NCCCC1=CC2=CC(=O)C(C)(OC(=O)c3ccc(Cl)nc3)C(=O)C2=CO1 (stereo not drawn) |

The list goes on:
| 12-hLO inh | compound |
| --- | --- |
| 2% | CC(C)C[C@@H](CC(=O)N[C@@H](CCC(=O)O)CC(=O)O)NC(=O)[C@@H]1CNCC[C@H]1NC(=O)C[C@@H](NC(=O)C[C@H](Cc1c[nH]c2ccccc12)NC(=O)[C@@H]1CNCC[C@H]1N)C(C)C |
| -2%[11.4 µM] | COC/C=C/C1=CC2=CC(=O)C(C)(OC(=O)c3cnc4ccccc4n3)C(=O)C2=CN1Cc1ccc(OC)cc1 (stereo not drawn) |
| -3%[11.4 µM] | COCC1=Cc2cc3c(cc2C(C(C(=O)OC)C(=O)OC)N1C(=O)OC)OCO3 (stereo not drawn) |
| -2%[11.4 µM] | COC(=O)C1=C(C(=O)OC)[C@@H]2N(Cc3ccccc3)c3ccccc3[C@@]23C[C@@H](C(=O)OC)N(S(=O)(=O)c2ccc(C(F)(F)F)cc2)C3=N1 |
| 1% | CC(C)[C@@H](CC(=O)N[C@@H]1CCNC[C@H]1C(=O)N[C@H](CC(=O)N[C@@H](CCC(=O)O)CC(=O)O)Cc1ccccc1)NC(=O)C[C@H](Cc1c[nH]c2ccccc12)NC(=O)[C@@H]1CNCC[C@H]1N |
| -1%[11.4 µM] | COC(=O)C1=C(C(=O)OC)[C@@H]2Nc3ccccc3[C@@]23C[C@@H](C(=O)OC)N(C(=O)c2cc(C)oc2C)C3=N1 |
| 0% | COC(=O)C1(C(=O)OC)CC2=CCC3C(=O)N(c4ccccc4)C(=O)C3C2Cc2ccccc2[C@@H]1C[N+](=O)[O-] (stereo partly drawn) |
| 2%[11.4 µM] | CC#CCN1c2ccccc2[C@]23C[C@@H](C(=O)OC)N(C(C)=O)C2=NC(C(=O)OC)=C(C(=O)OC)[C@H]13 |
| 4% | CC1(OC(=O)c2ccco2)C(=O)C=C2C=C(C3CC3)OC=C2C1=O (stereo not drawn) |
| 2% | CCCCC[C@H](O)/C=C/C=C/C/C=C\CCCC(=O)O |

(more compounds)
| 12-hLO inh | compound |
| --- | --- |
| 3%[11.4 µM] | COC(=O)C1=C(C(=O)OC)[C@@H]2N(C)c3ccc(OC)cc3[C@@]23C[C@@H](C(=O)OC)N(C(C)=O)C3=N1 |
| 2%[11.4 µM] | COc1ccc(-c2nc3c(c4c2C[C@H](c2ccccc2)OC4)CN(S(=O)(=O)c2ccc4c(c2)OCCN4C)CC3)c(C)c1 |
| -3%[11.4 µM] | COC(=O)CCC(=O)OC1(C)C(=O)C2=CN(Cc3ccco3)C(c3ccc(OC)cc3)=CC2=C(Br)C1=O (stereo not drawn) |
| 4%[11.4 µM] | C=CCN1c2ccccc2[C@]23C[C@@H](C(=O)OC)N(C(=O)COCc4ccccc4)C2=NC(C(=O)OC)=C(C(=O)OC)[C@H]13 |
| 1% | CCCCC[C@H](O)/C=C/[C@@H]1[C@@H](CC(=O)CCCCC(=O)O)[C@@H](O)C[C@H]1O |
| 1%[11.4 µM] | C=CCN1c2ccccc2[C@]23C[C@@H](C(=O)OC)N(C(=O)CC(C)C)C2=NC(C(=O)OC)=C(C(=O)OC)[C@H]13 |
| -5% | CC(CN(C)C)NC(=O)c1ccc(-n2c(=O)c(=O)[nH]c3ccccc32)cc1 (stereo not drawn) |
| -6%[11.4 µM] | COC(=O)CCCC1=CC2=CC(=O)C(C)(OC(=O)c3cccs3)C(=O)C2=CN1c1cccc(C#N)c1 (stereo not drawn) |
| 2%[11.4 µM] | COC(=O)C1=C(C(=O)OC)[C@@H]2N(C)c3ccccc3[C@@]23C[C@@H](C(=O)OC)N(S(=O)(=O)c2ccc(Br)cc2)C3=N1 |
| 1% | CCCCC/C=C\C/C=C\CCCCCCCC(=O)NCCCC(=O)O |

Continuation:
| 12-hLO inh | compound |
| --- | --- |
| -7% | CCc1ccc(S(=O)(=O)Nc2ccc(O)c(C(=O)O)c2)cc1 |
| -9%[11.4 µM] | COC(=O)N1C(/C=C/c2ccc3c(c2)OCO3)=Cc2ccccc2C1CC(C)=O (stereo not drawn) |
| 0%&-1% | CC1(OC(=O)c2cnc3ccccc3n2)C(=O)C=C2C=C(c3ccc(C#N)cc3)OC=C2C1=O (stereo not drawn) |
| 3%[11.4 µM] | C[C@H]1Cc2c(COc3ccccc3)nc3c(c2CO1)CN(C(=O)C1CCCCC1)CC3 |
| -6%[11.4 µM] | COc1ccc(CN2C=C3C(=O)C(C)(OC(=O)C4CCCC4)C(=O)C=C3C=C2c2ccsc2)cc1 (stereo not drawn) |
| 0%[11.4 µM] | COC(=O)C1=C(C(=O)OC)[C@@H]2N(C)c3ccccc3[C@@]23C[C@@H](CO)N(C(=O)c2ccco2)C3=N1 |
| 4%[11.4 µM] | CCCCc1cc2c(cn1)=C(OC(=O)c1cnc3ccccc3n1)C(C)(OC(=O)CC)C(=O)C=2 (stereo not drawn) |
| 1%[11.4 µM] | COC(=O)C1=C(C(=O)OC)[C@@H]2N(Cc3ccccc3)c3ccccc3[C@@]23C[C@@H](C(=O)OC)N(S(=O)(=O)c2ccc(C#N)cc2)C3=N1 |
| 1%[11.4 µM] | COC(=O)C1=C(C(=O)OC)[C@@H]2N(C)c3ccc(OC)cc3[C@@]23C[C@@H](C(=O)OC)N(C(=O)c2ccc(Br)cc2)C3=N1 |
| 1% | CC(C)C[C@@H](CC(=O)N[C@@H](CCC(=O)O)CC(=O)O)NC(=O)[C@@H]1CNCC[C@H]1NC(=O)C[C@H](CCCN)NC(=O)C[C@H](Cc1c[nH]c2ccccc12)NC(=O)[C@@H]1CCCC[C@H]1N |

(continued)
| 12-hLO inh | compound |
| --- | --- |
| 5% | C=C/C(=C\C)C[C@@H](CC(=O)N[C@@H](CCC(=O)O)CC(=O)O)NC(=O)[C@@H]1CNCC[C@H]1NC(=O)C[C@@H](NC(=O)C[C@H](Cc1ccccc1)NC(=O)[C@@H]1CCCC[C@H]1N)C(C)C |
| -2%[11.4 µM] | COCCN1C=C2C(=O)C(C)(OC(=O)c3cccs3)C(=O)C=C2C=C1CCCC(=O)OC (stereo not drawn) |
| 3% | COC(=O)[C@H]1CC2(CC=C(C)C)C(=O)[C@@](CC=C(C)C)(C(=O)C(C(=O)c3ccccc3)=C2OC)C1(C)C (tested in a mixture with another compound) |
| 1% | CC(C)C[C@@H](CC(=O)N[C@H](CC(=O)N[C@@H]1CCCC[C@H]1C(=O)N[C@H](CC(=O)N[C@@H](CCC(=O)O)CC(=O)O)Cc1ccccc1)C(C)C)NC(=O)[C@@H]1CNCC[C@H]1N |
| 18% | O=C1CCC=C1C(O)c1ccccc1 (stereo not drawn) |
| -9%[11.4 µM] | CCCCC1=CC2=C(c3ccco3)C(=O)C(C)(OC(=O)c3ccc(OC)cc3)C(=O)C2=CN1c1ccc(OC)cc1 (stereo not drawn) |
| -1%[11.4 µM] | COCCN1C(=O)N[C@@H](CCc2ccccc2)[C@@H](C(=O)OC)[C@H]1C |
| -2% | CCNC(=O)[C@@H]1CCCN1C(=O)[C@H](CCCN=C(N)N)NC(=O)[C@H](CC(C)C)NC(=O)[C@@H](CC(C)C)NC(=O)[C@H](Cc1ccc(O)cc1)NC(=O)[C@H](CO)NC(=O)[C@H](Cc1c[nH]c2ccccc12)NC(=O)[C@H](Cc1cnc[nH]1)NC(=O)[C@@H]1CCC(=O)N1 |
| -7%[11.4 µM] | COC(=O)CCCC1=CC2=CC(=O)C(C)(OC(=O)c3cccs3)C(=O)C2=CN1c1ccccc1 (stereo not drawn) |
